From PubChem
MsrA inh: inhibitors of bovine MsrA. purified bovine MsrA, absorbance read-out. inhibition, % at 15.5 µM. 360,000 tested, 0.75% active. AID 651718; in the data active = inhibition above about 4.5%;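 note: 0% = vehicle wells with enzyme and 100% = reference inhibitor wells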
The depositor's hits bear a star.

SMILES	MsrA inh
CCc1cc(=O)oc2c(CNC(Cc3ccccc3)C(=O)O)c(O)ccc12 (centres undefined)	-1.7

These rows are one share of the data (hit frequency here may not be typical).
